KCNH2 3.1 inh: qHTS for Inhibitors of KCHN2 3.1: Mutant qHTS | Potassium voltage-gated channel subfamily H member 2, brain isoform KCNH2 3.1 (human) | U2OS KCNH2 3.1, thallium flux FluxOr; active compounds read low | activity change, % (tested at about 1.8 µM) | hit rate 0.95% among 340,000 | AID 720553, 2013;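 active = maximum activity change below -70%; inconclusive = maximum activity change from -70% to -50%; inactive = maximum activity change above -50%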;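 note: thallium influx rate constant from kinetic fluorescence after stimulation buffer; % is set by controls: 0 for no effect and ±100 for the full control effect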
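Channel expression came from 3.1 mutant virus (1.77 x 10^8 /mL) applied to suspended U2OS cells for 4 h. Flux was tracked with FluxOr dye plus Red40 quencher, and kinetic rate constants normalized to controls.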
FLuc counter: qHTS profiling assay for firefly luciferase inhibitor/activator using purifed enzyme and Km concentrations of substrates (counterscreen for miR-21 project); hit rate 6.9% among 360,000; Potency, µM (titrated, usually from 57.5 µM), for the others: at the highest dose activity change, negative = inhibition, actives largely listed as inhibitors; AID 588342, 2011; Luciferin 4-monooxygenase (Photinus pyralis), P08659; purified FLuc, Km substrates, luminescence inhibition;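 note: potency is the fitted concentration of half-maximal effect; plate controls were vehicle for no effect and reference inhibitor for full effect; nearly all actives have a fitted effect of over 55% in size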
Target sequence (P08659 whole entry, looked up): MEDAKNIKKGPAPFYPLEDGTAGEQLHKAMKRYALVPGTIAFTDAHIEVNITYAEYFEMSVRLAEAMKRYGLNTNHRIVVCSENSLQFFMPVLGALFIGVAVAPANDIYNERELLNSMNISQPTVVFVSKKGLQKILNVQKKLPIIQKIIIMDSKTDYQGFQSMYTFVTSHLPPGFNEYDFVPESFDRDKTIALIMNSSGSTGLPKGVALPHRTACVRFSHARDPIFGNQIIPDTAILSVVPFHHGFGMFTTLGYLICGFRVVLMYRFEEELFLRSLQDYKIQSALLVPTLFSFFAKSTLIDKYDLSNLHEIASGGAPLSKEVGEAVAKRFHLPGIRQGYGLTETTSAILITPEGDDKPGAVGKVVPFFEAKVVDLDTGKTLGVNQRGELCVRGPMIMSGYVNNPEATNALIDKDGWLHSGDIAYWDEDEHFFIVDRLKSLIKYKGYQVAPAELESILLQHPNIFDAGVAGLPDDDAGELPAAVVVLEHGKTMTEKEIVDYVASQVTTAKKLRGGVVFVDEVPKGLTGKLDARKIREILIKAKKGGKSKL
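Biochemical qHTS of compounds, final roughly 60 µM downward over six points, against 10 nM purified firefly luciferase using Km concentrations of substrates (10 uM D-luciferin, 10 uM ATP) in Tris acetate pH 7.5 buffer; luminescence output.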
NPC1 promoter act: qHTS Assay for NPC1 Promoter Activators; Huh7 NPC1 promoter luciferase reporter, 24 h; hit rate 2.4% among 320,000; Potency, µM (series often up to 9.22 µM), without a hit: at the highest dose activation, actives largely listed as activators; AID 485313, 2010;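 note: potency is the fitted concentration of half-maximal effect; % of control where 0% means no effect; nearly all actives have a fitted effect of over 60% in size; reporter is driven by a mutant NPC1 promoter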
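Luciferase expression driven by the NPC1 promoter was measured in stably transfected Huh7 cells after a 24 h compound incubation, using a luciferase reagent and a luminescence read.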
FBPA coupling cs: qHTS Assay for Inhibitors of Fructose-1,6-bisphosphate Aldolase from Giardia Lamblia: Coupling assay counterscreen; coupling enzyme system counterscreen, AmpLite Red fluorescence; activity change, negative = inhibition, % at 58.2 µM, hits read low; hit rate 0.67% among 290,000; AID 2472, 2010; in the data active = activity change below about -30%; note: % is set by controls: 0 for no effect and ±100 for the full control effect
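First, compound is pin-transferred into glyceraldehyde-3-phosphate coupling-enzyme reagent at 57.5 uM final and held 10 min at RT. Next, substrate, coupling system and AmpLite Red are added. After 20 min RT, fluorescence (525/598 nm) is read.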
RORg inh: qHTS for inhibitors of ROR gamma transcriptional activity. Nuclear receptor ROR-gamma (Mus musculus), P51450. Drosophila S2 Gal4-RORgamma UAS-luciferase reporter, 20 h. Potency, µM (top dose mostly 53.6 µM), inactives show top-dose activity change, negative = inhibition, usual class: inhibitors. hit rate 5.4% among 310,000. AID 2551, 2010; note: potency is the fitted concentration of half-maximal effect; % is set by controls: 0 for no effect and ±100 for the full control effect; nearly all actives have a fitted effect of over 60% in size
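Stable Schneider cell line, Gal4 DNA-binding domain fused to ROR gamma, UAS-luciferase. Cmpd 1 hr RT → CuSO4 700 uM final → 20 hr RT → luciferase reagent 10 min → luminescence.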
Rab9 prom act: qHTS Assay for Rab9 Promoter Activators | Huh7 Rab9 promoter-luciferase reporter, luminescence, 24 h | Potency, µM (doses to about 9.22 µM), for inactives: at the highest dose activation, negative = inhibition, usual class: activators | hit rate 2.8% among 320,000; note: potency is the fitted concentration of half-maximal effect; % of control where 0% means no effect; nearly all actives have a fitted effect of over 60% in size
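Cell-based reporter: Huh7 stable for Rab9 promoter-driven luciferase, plated in reduced-serum medium with 10% FBS at 1500 cells/well, compound-treated 24 h at 37 °C, luminescence read after 10 min reagent.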
ELG1 genotox: qHTS screen for small molecules that induce genotoxicity in human embryonic kidney (HEK293T) cells expressing luciferase-tagged ELG1. HEK293T ELG1-luciferase reporter, luminescence, 16 h. Potency, µM (top dose mostly 46 µM), for inactives: top-dose activity change, positive = activation, actives largely listed as activators. hit rate 1.3% among 330,000. AID 504466, 2011; note: potency is the fitted concentration of half-maximal effect; % of control where 0% means no effect; nearly all actives have a fitted effect of over 60% in size
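After overnight (16 hr) compound treatment at 37 °C, ELG1-luciferase HEK293T cells were lysed with ONE-Glo; luminescence quantified 30 min later at room temperature.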
uPA generation: qHTS for Inhibitors of Cell Surface uPA Generation. cell surface uPA generation assay, qHTS. Potency, µM (series often up to 38.3 µM), for the others: at the highest dose activity change, negative = inhibition, hits mostly inhibitors. hit rate 0.31% among 330,000; active = well fitted inhibition curve with a large enough effect; inconclusive = small, poorly fitted or top-dose-only effect; inactive = no such curve, though single readings can be large or run the other way; tested in mouse RAW 264.7 cells; note: potency is the fitted concentration of half-maximal effect; % is set by controls: 0 for no effect and ±100 for the full control effect; nearly all actives have a fitted effect of over 55% in size
Tb PFK block: qHTS Assay to Find Inhibitors of T. brucei phosphofructokinase; hit rate 0.17% among 330,000; Potency, µM (titrated, usually from 57.5 µM), for inactives: at the top dose activity, negative = inhibition, hits mostly inhibitors; ATP-dependent 6-phosphofructokinase (Trypanosoma brucei brucei), O15648; T. brucei PFK, ADP-Glo luminescence;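 note: potency is the fitted concentration of half-maximal effect; 0% = uninhibited 1x PFK enzyme wells and -100% = no-enzyme wells; nearly all actives have a fitted effect of over 60% in size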
Target sequence (O15648 whole entry, looked up): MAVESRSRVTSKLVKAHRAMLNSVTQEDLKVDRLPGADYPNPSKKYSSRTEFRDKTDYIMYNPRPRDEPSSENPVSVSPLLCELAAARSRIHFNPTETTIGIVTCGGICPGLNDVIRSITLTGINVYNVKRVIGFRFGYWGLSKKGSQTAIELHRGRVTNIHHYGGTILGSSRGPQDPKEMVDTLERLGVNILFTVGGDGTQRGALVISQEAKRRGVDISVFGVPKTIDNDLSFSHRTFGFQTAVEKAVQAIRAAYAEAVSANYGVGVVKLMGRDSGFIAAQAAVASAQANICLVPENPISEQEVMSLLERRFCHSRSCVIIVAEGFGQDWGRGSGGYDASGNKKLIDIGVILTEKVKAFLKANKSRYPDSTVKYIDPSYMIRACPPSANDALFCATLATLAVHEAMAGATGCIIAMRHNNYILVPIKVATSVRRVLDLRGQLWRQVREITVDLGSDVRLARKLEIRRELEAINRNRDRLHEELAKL
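Luminescent ADP detection (ADP-Glo, two-step: ATP depletion then ADP-to-ATP conversion for luciferase) reported PFK activity after 45 min room-temperature reaction of 1.25 nM enzyme with 0.5 mM F6P and 0.1 mM ATP at pH 8.0.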
Giardia kill: Small Molecules that selectively kill Giardia lamblia: qHTS; Giardia lamblia trophozoite viability; activity change, % at 7.66 µM, hits read low; hit rate 0.15% among 340,000; in the data active = activity change below about -80%; inconclusive = between about -30% and that limit;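 note: parasites exposed to compound for two days anaerobically before the ATP read; % is set by controls: 0 for no effect and ±100 for the full control effect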
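Trophozoite viability was measured as ATP-dependent luminescence, read 15-30 min after reagent addition. Before that, parasites at 100 cells/well were exposed to compounds for 48 h, anaerobically, at 37 deg C.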
Gal4-VP16 FLuc: VP16 counterscreen qHTS for inhibitors of ROR gamma transcriptional activity. Potency, µM (highest dose often 53.6 µM), for inactives: at the top dose activity, negative = inhibition, actives largely listed as inhibitors. hit rate 3.5% among 310,000. Drosophila S2 Gal4-VP16 UAS-luciferase, luminescence, 20 h;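 note: Gal4-VP16 expression switched on by copper sulfate through the metallothionein promoter; potency is the fitted concentration of half-maximal effect; % is set by controls: 0 for no effect and ±100 for the full control effect; nearly all actives have a fitted effect of over 50% in size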
* marks the source's active call; other numbers are inactive results; u = inconclusive; x = no result given; [ ] = another dose, or the depositor's remark. Unless noted, calls come from the whole dose curve; as a rule, active = well fitted curve in the direction sought with a large enough effect; inconclusive = small, poorly fitted or top-dose-only effect, or another doubt; inactive = no such curve, though single readings can be large; an effect the other way counts as inactive or inconclusive. Outcome played no part in choosing rows; any-hit rate near 14%.

SMILES	KCNH2 3.1 inh	FLuc counter	NPC1 promoter act	FBPA coupling cs	RORg inh	Rab9 prom act	ELG1 genotox	uPA generation	Tb PFK block	Giardia kill	Gal4-VP16 FLuc
O=[N+]([O-])c1cc(C(F)(F)F)ccc1N1CCN(S(=O)(=O)c2ccc3c(c2)CCCC3)CC1	7.0	2.1%	-28.9%	0.7	12.3%	-31.2%[inhibitor]	2.9%	9.7%	1.1%	16.3	-7.0%
COc1ccc(N2CCN(c3oc(COc4ccc(Cl)cc4)nc3C#N)CC2)cc1	-24.1	-5.5%	4.9%	-3.4	u	10.4%	0.1%	7.9%	4.0%	-3.2	5.9%
CCn1c(=S)sc2c(=O)n(CC(=O)Nc3ccc(Cl)cc3)c(C)nc21	17.5	2.4%	-2.3%	3.1	0.0%	-2.7%	-9.9%	0.3%	-2.7%	-24.3	-8.1%
COc1ccccc1NC(=O)c1cc(S(=O)(=O)N2CCOCC2)ccc1Cl	-1.2	0.0%	x	2.3	-2.2%	x	x	-3.7%	x	2.9	14.2%
COc1ccc(CN(CC(=O)NCc2ccc(F)cc2)C(=O)c2ccco2)cc1	-2.6	0.0%	-6.7%	2.5	-1.9%	-6.6%	-4.5%	-0.3%	0.4%	-7.5	3.3%
CCN(CC)c1ccc(NC(=O)C2=CC=CN3CCS(=O)(=O)N=C23)cc1	15.6	3.01µM*	17.4%	x	x	u	11.6%	u	8.3%	-12.9	x
COc1ccc2c(c1)CCCC21NC(=O)N(CC(=O)NCc2cccs2)C1=O (stereo not given)	8.8	x	x	x	x	x	-0.6%	-1.1%	-0.9%	32.6[activator]	x
CC1CCC(C(C)C)C(OCC(O)CN2CCCC(C)C2)C1 (stereo not given)	-14.6	1.7%	-0.4%	-1.6	-10.6%	1.6%	-15.7%	-1.2%	0.5%	4.1	6.2%
C(=N\Nc1nc(Nc2ccccc2)nc(Nc2ccccc2)n1)/c1cccnc1	-21.4	u	2.9%	-2.9	u	3.6%	-5.7%	4.0%	-2.1%	-10.5	u
CC(C)Nc1nc(SCC(N)=O)nc(N2CCOCC2)n1	-20.1	-0.8%	0.8%	0.3	-7.8%	13.9%	0.9%	-9.1%	-9.9%	7.4	-2.3%
Clc1ccc2c(NCc3ccccc3)ccnc2c1	-3.1	-9.7%	-7.8%	-1.1	11.3%	-4.2%	-23.3%	-1.1%	-7.9%	-17.3	-21.7%
CCOC(=O)C(=CN=C(N)Nc1nc2ccccc2o1)C(=O)OCC	0.2	-2.3%	u	3.8	7.08µM*	u	u	0.4%	2.4%	-4.7	u
CSc1nc2sc3c(c2c2nnnn12)CCCC3	6.6	-5.8%	0.3%	2.0	0.4%[10 µM]	-1.4%	2.7%	x	0.5%	-7.1	0.2%
Oc1c(Cl)cc(Cl)cc1C1=NNC(c2ccc(Cl)cc2)C1 (stereo not given)	-1.2	u	u	1.8	8.91µM*	u	16.1%	1.3%	-8.9%	0.9	-24.1%
CN(C)c1ccc(/C=C2\CCC/C(=C\c3ccccc3)C2=O)cc1	1.6	12µM*	27.8%	0.7	34.9%	23.5%	u	u	-11.4%	-3.8	-26.8%
Cc1nnsc1C(=O)N/N=C/c1cccc(C(F)(F)F)c1	11.1	-2.3%	4.9%	-0.3	22.6%	9.1%	0.0%	-0.8%	-6.4%	-19.2	7.9%
O=C1NC(=O)N(Cc2ccccc2F)C1=O	1.6	-0.7%	2.2%	3.5	1.0%	-5.7%	0.2%	4.8%	3.2%	-3.9	1.8%
O=C(CN1CCN(S(=O)(=O)c2ccc(F)cc2)CC1)Nc1ccccc1F	21.3	0.3%	2.9%	-0.6	17.9%	-1.4%	0.4%	2.5%	1.7%	1.8	-2.6%
O=C(c1ccc(Cn2c(=S)[nH]c3ccc(Br)cc3c2=O)cc1)N1CCN(C2CCCCC2)CC1	1.9	u	-8.9%	2.8	11.2µM*	-1.6%	2.0%	13.0%	0.0%	0.7	u
CCOC(=O)CSc1nnc(COc2ccc3ccccc3c2)o1	-3.4	u	-3.2%	-0.6	26.8%	-0.5%	-0.2%	-12.5%	-0.6%	8.4	-5.7%
COc1cc(NC(=O)C2CCCN(S(=O)(=O)c3cccc4nsnc34)C2)cc(OC)c1 (stereo not given)	-2.7	0.3%	-1.2%	-8.3	u	-2.4%	-12.8%	-1.5%	-3.2%	-27.0	-9.5%
O=C(c1cc(COc2ccc(F)cc2F)on1)N1CC[C@@H]2CCCC[C@H]2C1	4.3	3.4%	1.0%	-0.3	u	11.4%	-2.0%	13.8%	-5.6%	-9.1	u
OCC[C@@H]1C[C@@H](O)[C@H](O)[C@@]2(Cc3ccccc3O2)O1	-7.8	9.5%	-2.8%	0.2	-1.5%	5.0%	7.7%	5.7%	-4.8%	14.6	-8.8%
CS/C(=C\[N+](=O)[O-])Nc1ccc(F)cc1	-23.7	2.2%	x	3.4	-16.3%	x	x	-7.9%	x	7.9	-2.0%
CC1CCCN(CCC(=O)Nc2ccc3c(c2)CCC3)C1 (stereo not given)	-13.7	-1.6%	-1.7%	-0.6	-22.9%	-0.3%	1.8%	-10.2%	-3.5%	7.3	-1.6%
CSc1ccccc1-c1nnc(-c2ccc(C)cc2)o1	-17.5	1.51µM*	u	-0.4	0.2%	u	u	-8.4%	0.0%	-20.1	-11.8%
COc1ccc(NC(=O)N2CCOCC2)cc1	8.2	-0.6%	2.3%	0.9	-0.1%[1.91 µM]	6.6%	1.4%	-2.9%	4.6%	8.4	u
CCC(C)[C@H](NC(=O)NC1CCN(Cc2ccccc2)CC1)C(=O)OC (stereo not given in full)	1.2	-0.4%	-3.8%	2.2	-8.8%	-17.1%	-1.5%	x	3.0%	2.2	4.7%
Cc1cc(N2CCN(Cc3cn(C)nc3-c3cccc(Cl)c3)CC2)cc(C)n1	-19.2	-1.7%	-18.7%	2.3	-23.4%	-11.6%	-3.7%	-12.8%	0.2%	-9.4	-3.5%
Cn1nccc1NC(=O)CC1(CC(=O)O)CCCCC1	6.8	6.3%	-5.1%	2.2	6.4%	0.6%	-3.9%	-3.7%	2.3%	-7.4	0.1%
c1ccc(N2CC3CCc4ccccc4C3=N2)cc1 (stereo not given)	6.6	8.49µM*	u	-1.3	23.5%	3.16µM*	u	-4.7%	-1.2%	4.5	-9.0%
COC(=O)c1cnn2c(C(F)(F)F)cc(-c3ccccc3)nc12	-1.5	1.6%	-3.4%	6.5	-4.1%	-2.6%	-4.0%	-11.2%	0.2%	-19.2	-10.3%
CCCc1cc(NCC2CCCO2)n2c(nc3ccccc32)c1C#N (stereo not given)	-8.0	16.9µM*	-6.3%	0.8	-7.1%	-6.0%	-14.8%	-5.7%	-3.5%	-11.6	8.0%
O=c1c2ccccc2ncn1Cc1cccc2ccccc12	2.5	-6.3%	-2.5%	5.0	40.7%	1.2%	1.5%	5.5%	-2.0%	-1.8	9.1%
CC(=O)c1ccc(S(=O)(=O)N2CCN(C(=O)c3ccc(-n4cncn4)c([N+](=O)[O-])c3)CC2)cc1	9.0	-1.4%	-0.6%	x	x	-8.1%	-0.6%	-0.5%	-6.2%	u	x
Cc1cc(C)n(NC(=S)NC2CCCCC2)c(=O)c1C#N	26.2	2.1%	0.1%	2.3	-24.5%	-1.1%	-1.5%	-8.4%	-0.9%	-25.9	-24.2%
CC(=O)Nc1ccc(NC(=O)CSc2nc3ccccc3o2)cc1	-0.5	-2.5%	14.4%	-2.6	15.7%	2.8%	6.7%	-0.2%	-3.7%	2.2	-1.6%
CCC(C)NC(=O)CN(c1ccc(Cl)c(Cl)c1)S(C)(=O)=O (stereo not given)	-3.7	-1.3%	3.1%	-2.0	-20.4%	1.0%	-2.9%	0.8%	-3.5%	0.7	12.5%
CC1CCN(c2oc(-c3ccccc3F)nc2C#N)CC1	-6.8	u	13.4%	-0.6	u	12.8%	16.4µM*	-7.3%	-3.9%	7.7	u
Cc1ccc(S(=O)(=O)c2nc(-c3ccccc3Cl)oc2N2CCN(C)CC2)cc1	-44.0	x	x	x	x	x	-1.6%	-6.1%	6.7%	-18.8	x

Assay outcomes (PubChem)
